Assay outcomes: PubChem BioAssay, National Center for Advancing Translational Sciences (NCATS)
a7 integrin act – qHTS for Activators of Integrin-Mediated Alleviation for Muscular Dystrophy; alpha7betagal myoblasts, beta-gal FDG fluorescence, 48 h; Potency, µM (highest dose often 38.3 µM), inactives show top-dose activation, most hits filed as activators; 0.064% of 350,000 active; AID 624291, 2012;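 also: potency is read from the fitted curve at half-maximal effect; 100% = response of the positive control SU9516; nearly all actives have a fitted effect of over 60% in size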
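alpha7betagal+/- myoblasts (passage 13, 250/well) treated 48 h at 37C with compounds at 1:260 dilution of DMSO stock. Lysed, then beta-galactosidase activity read as FDG fluorescence (ex 480/em 540) after 30 min, with pre-read for autofluorescence.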
TCR activator – Activators of T cell receptors: qHTS campaign. primary human leukocytes, anti-CD3, IL-2 HTRF, 48 h. Potency, µM (top dose mostly 9.22 µM), for inactives: at the top dose activation of IL-2 secretion, hits mostly activators. 330,000 tested, under 10 active; also: % of control where 0% means no effect
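Primary human leukocytes were stimulated with a-CD3 beads plus compounds for 48 hr without co-stimulation; secreted IL-2 was quantified by HTRF using a-IL-2-K (europium cryptate) and a-IL-2-d2, excited at 320nm with acceptor emission read at 665nm.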
TSHR antagonist – Antagonists of the Thyroid Stimulating Hormone Receptor: HTS campaign; Thyrotropin receptor (Homo sapiens), P16473; TSHR-expressing cells, TSH-stimulated cAMP HTRF, 2 h; active compounds read low; activity change, negative = inhibition, % at 11.5 µM; 0.2% of 330,000 active; AID 504810, 2011;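 active = activity change below a set negative limit, meaning inhibition stronger than a set level, cut at about -70% in these data; inconclusive = activity change between two set negative limits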; also: % is scaled to controls: 0 for no effect and ±100 for the full control effect
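Read-out is FRET at 665 nm (cryptate excitation 337 nm) from a cryptate-tagged anti-cAMP antibody, competed by cell cAMP against cAMP-d2. Compounds are tested on freshly harvested TSHR cells challenged with 4nM TSH (EC80) for 2 hours at 37 deg C.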
A-T KAP1 phos – qHTS Assay for Identifying a Potential Treatment of Ataxia-Telangiectasia; Potency, µM (series often up to 57.5 µM), for inactives: top-dose activation, actives largely listed as activators; 0.19% of 320,000 active; […] A-T fibroblasts, KAP-1 phosphorylation AlphaLISA; neocarzinostatin DNA damage 30 min before lysis; also: potency is read from the fitted curve at half-maximal effect; % of control where 0% means no effect; nearly all actives have a fitted effect of over 45% in size
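hTERT-immortalized A-T patient fibroblasts ([…]), 500 cells/well in OPTI-MEM, 1% FBS, got compounds for 60 min, then NCS for 30 min at 37C. Lysates were then assayed for phospho-KAP-1 by AlphaLISA (anti-pKAP1 donor, anti-KAP1 acceptor beads), 6 hr at 25C.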
CXXC DNA block – qHTS Fluorescence Polarization Assay for Inhibitors of MLL CXXC domain - DNA interaction; Histone-lysine N-methyltransferase 2A (Homo sapiens), Q03164; 0.037% of 290,000 active; MLL-CXXC / FITC-HOXA9 DNA fluorescence polarization; Potency, µM (doses to about 115 µM), inactives show top-dose activity change, negative = inhibition, most hits filed as inhibitors; active = well fitted inhibition curve with a large enough effect in the polarisation, with a control signal flat, not every such curve was filed as active; inconclusive = small, poorly fitted or top-dose-only effect, or effect the other way, or a change in a side signal; inactive = no such curve, though single readings can be large or run the other way; the % refers to the polarisation; also: potency is read from the fitted curve at half-maximal effect
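Steps: dispense CXXC domain solution (7 uM) → pin compounds or unlabeled HOX-A9 DNA control → 5 min ambient → add FLSN-HOX-A9 solution (50 nM) → spin → 30 min ambient → fluorescence polarization. Tris pH 7.5/NaCl/DTT/BSA buffer.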
MBNL1-CUG inh – qHTS Assay for Inhibitors of MBNL1-poly(CUG) RNA binding. TR-FRET MBNL1-His/biotin-(CUG)12 binding, 665/545 ratio. AID 2675, 2010. 0.036% of 280,000 active. Muscleblind-like protein 1 (Homo sapiens), Q9NR56. Potency, µM (doses to about 57.5 µM), for the others: top-dose activity change, negative = inhibition, most hits filed as inhibitors; active = well fitted inhibition curve with a large enough effect in the signal ratio, with a control signal flat, not every such curve was filed as active; inconclusive = small, poorly fitted or top-dose-only effect, or effect the other way, or a change in a side signal; inactive = no such curve, though single readings can be large or run the other way; the % refers to the signal ratio; also: potency is read from the fitted curve at half-maximal effect; % is scaled to controls: 0 for no effect and ±100 for the full control effect
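Ratiometric TR-FRET (665 over 545 nm, excitation 340 nm) tracks disruption of MBNL1-His/biotin-(CUG)12 complex after 60 min at room temperature, with compounds at 92 nM to 58 uM final.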
ASM inhibitor – Inhibitors of Secretory Acid Sphingomyelinase (S-ASM): qHTS | Sphingomyelin phosphodiesterase (Homo sapiens), P17405 | placental ASM, HMU-PC fluorogenic substrate, 60 min | Potency, µM (titrated, usually from 57.5 µM), without a hit: at the top dose activity change, negative = inhibition, actives largely listed as inhibitors | 0.006% of 340,000 active | AID 504937, 2011; also: potency is read from the fitted curve at half-maximal effect
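Fluorogenic HMU-PC substrate (9 uM final) is turned over by placental ASM in 60 min at 37 C after a 10 min compound preincubation. Reaction ended by alkaline stop (pH 10), with fluorescence read at 386/447 nm.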
TSG101-PTAP inh – qHTS Assay for Iinhibitors of HIV-1 Budding by Blocking the Interaction of PTAP/TSG101. Fluorescence polarization, FITC-PTAP peptide / Tsg101 binding. Potency, µM (titrated, usually from 115 µM), inactives show at the highest dose activity change, negative = inhibition, hits mostly inhibitors. 340,000 tested, under 10 active. Tumor susceptibility gene 101 protein (Homo sapiens), Q99816. AID 493005, 2010; active = well fitted inhibition curve with a large enough effect in the main read-out, with a control signal flat, not every such curve was filed as active; inconclusive = small, poorly fitted or top-dose-only effect, or effect the other way, or a change in a side signal; inactive = no such curve, though single readings can be large or run the other way; also: potency is read from the fitted curve at half-maximal effect; % of control where 0% means no effect
Target sequence (Q99816 whole entry, looked up): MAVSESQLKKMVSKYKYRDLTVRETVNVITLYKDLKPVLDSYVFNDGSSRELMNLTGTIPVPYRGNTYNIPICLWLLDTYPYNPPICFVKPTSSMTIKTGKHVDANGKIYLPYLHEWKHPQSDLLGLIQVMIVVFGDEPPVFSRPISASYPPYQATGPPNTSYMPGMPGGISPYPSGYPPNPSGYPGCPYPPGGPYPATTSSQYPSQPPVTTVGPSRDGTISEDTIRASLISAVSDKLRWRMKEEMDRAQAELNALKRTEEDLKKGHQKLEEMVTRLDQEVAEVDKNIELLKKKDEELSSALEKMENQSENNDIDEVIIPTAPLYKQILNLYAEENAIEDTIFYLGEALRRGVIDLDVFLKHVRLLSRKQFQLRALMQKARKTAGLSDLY
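Fluorescence polarization binding of Tsg101 binding domain (10 uM final) to FITC-labeled PTAP peptide (50 nM final) in HEPES pH 7.5 buffer with NaCl, Tween 20, EDTA, TCEP. Compounds added before peptide; binding 20 min at RT.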
Mito fusion yeast – qHTS Assay for Small Molecule Inhibitors of Mitochondrial Division or Activators of Mitochondrial Fusion. S. cerevisiae fusion-defective mutant growth rescue, CellTiterGlo 48 h. Potency, µM (doses to about 46.1 µM), inactives show at the highest dose growth rescue (activation), usual class: activators. 0.23% of 320,000 active. AID 485298, 2010;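 also: potency is read from the fitted curve at half-maximal effect; % of control where 0% means no effect; nearly all actives have a fitted effect of over 45% in size; temperature-sensitive fusion mutants such as fzo1-1 at 37 °C on non-fermentable ethanol glycerol medium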
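Read-out: ATP-based luminescence (CellTiterGlo, 10 min ambient) reporting growth of fusion-defective ts yeast after 48 hours at 37C on glycerol/ethanol YPEG medium in the presence of compound.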
Menin-MLL TR inh – qHTS Assay for Inhibitors Targeting the Menin-MLL Interaction in MLL Related Leukemias: Competition With Texas Red Labeled MLL-derived Mutant Peptide. AID 1768, 2009. Menin + Texas Red MLL mutant peptide, fluorescence polarization. O00255. 0.23% of 270,000 active. Potency, µM (series often up to 61.6 µM), inactives show at the highest dose FP activity change, negative = inhibition, most hits filed as inhibitors; active = well fitted inhibition curve with a large enough effect in the polarisation, with a control signal flat, not every such curve was filed as active; inconclusive = small, poorly fitted or top-dose-only effect, or effect the other way, or a change in a side signal; inactive = no such curve, though single readings can be large or run the other way; the % refers to the polarisation; also: potency is read from the fitted curve at half-maximal effect; % of control where 0% means no effect; many of its hits are not listed in these tables
Target sequence (O00255 whole entry, looked up): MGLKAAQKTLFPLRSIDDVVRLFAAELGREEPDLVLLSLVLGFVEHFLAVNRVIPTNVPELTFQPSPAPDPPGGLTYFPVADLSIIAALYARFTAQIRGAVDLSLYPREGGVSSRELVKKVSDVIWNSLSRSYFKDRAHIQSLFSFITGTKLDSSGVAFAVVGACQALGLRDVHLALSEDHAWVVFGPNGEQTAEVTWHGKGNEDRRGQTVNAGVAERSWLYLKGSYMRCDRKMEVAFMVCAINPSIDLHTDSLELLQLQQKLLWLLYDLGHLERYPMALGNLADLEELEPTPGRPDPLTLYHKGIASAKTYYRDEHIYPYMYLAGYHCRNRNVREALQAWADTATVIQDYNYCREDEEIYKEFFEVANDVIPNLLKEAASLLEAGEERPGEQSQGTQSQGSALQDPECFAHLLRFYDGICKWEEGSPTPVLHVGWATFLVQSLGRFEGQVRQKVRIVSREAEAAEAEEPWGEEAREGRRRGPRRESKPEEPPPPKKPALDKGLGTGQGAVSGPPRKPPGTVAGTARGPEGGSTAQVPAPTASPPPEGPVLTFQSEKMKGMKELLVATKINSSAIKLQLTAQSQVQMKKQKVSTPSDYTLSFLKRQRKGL
* = called active by the depositor; i = inactive; ? = inconclusive; nt = not tested or not shown; & = joins results of further samples; [ ] = dose if it differs, or a comment. Unless noted, calls follow the shape of the dose curve; as a rule, active = well fitted curve in the direction sought with a large enough effect; inconclusive = small, poorly fitted or top-dose-only effect, or another doubt; inactive = no such curve, though single readings can be large; an effect the other way counts as inactive or inconclusive. A portion of the library. The share of hits here may be higher or lower than overall.

SMILES	a7 integrin act	TCR activator	TSHR antagonist	A-T KAP1 phos	CXXC DNA block	MBNL1-CUG inh	ASM inhibitor	TSG101-PTAP inh	Mito fusion yeast	Menin-MLL TR inh
CC(C)Nc1nc(NC(C)C)nc(N(C)C(N)=O)n1	-15%	7%	-6	3%	-1%	0%	-1%	-3%	0%	12%
CCN1CN(Cc2ccccc2)CNC1=S	17%	-4%[46.1 µM]	10	0%	-8%	-2%	-3%	-1%	-9%	-10%
O=C(C1COc2ccccc2O1)N1CCN(c2nc3ccccc3s2)CC1 (stereo not drawn)	15%	-1%	-7	6%	-5%	0%	-9%	1%	1%	nt
COc1cc(C(=O)ONC(=O)c2ccc(OC(F)F)cc2)cc(OC)c1OC	11%	-6%	1	2%	-1%	2%	-6%	1%	3%	18%
CCOC(=O)N1CCN(C(=O)COC(=O)c2cc(C)ccc2C)CC1	-24%	3%	-1	10%	nt	nt	6%	-3%	nt	nt
Fc1ccc(CN2CCN(c3ncnc4scc(-c5ccccc5)c34)CC2)cc1	-17%	-14%	7	13%	1%	5%	-5%	-3%	0%	?
CN(c1ccccc1)S(=O)(=O)c1nnc(NC(=O)COc2ccccc2F)s1	16%	9%	-26	5%	11%	0%	0%	-3%	2%	nt
Cc1nc(SC2CC(=O)N(c3ccccc3)C2=O)nc2c1CCCC2 (stereo not drawn)	-5%	-24%	-5	-2%	-3%	-11%	1%	-1%	-6%	-29%
COC(=O)C1=C(C)N(Cc2ccccc2)C(=NCc2ccc(OC)cc2)N[C@H]1c1ccccc1	-46%	8%	-8&3	-16%&9%	?	4%	-5%	0%	-11%	?
C#CCNC(=O)C1=C[C@H](c2ccc(C(F)(F)F)cc2)C[C@H](OCc2ccc(CO)cc2)O1	-3%	-15%	-12	nt	17%	15%	-9%	-3%	6%	45%[activator]
N/C(=N\OC(=O)c1csnn1)c1ccc(C(F)(F)F)cc1	13%	-5%	0	-5%	-8%	-1%	2%	1%	2%	nt
CCN(Cc1ccncc1)Cc1nc(-c2ccc(C(=O)OC)cc2)no1	-31%	5%	25	-4%	-21%	?	6%	-2%	3%	4%
COc1ccc(CCNC(=O)c2cc(-c3cc(Cl)ccc3O)n[nH]2)cc1OC	-24%	4%	-7	-15%	-18%	-10%	-11%	-2%	-7%	nt
O=C(Nc1ccc(N2CCOCC2)cc1)c1ccc2ncsc2c1	-18%	1%	-1	-11%	nt	nt	1%	1%	nt	nt
COc1cc(-c2noc(C)c2/C=C/c2ccc(N)cc2)cc(OC)c1OC	24%	2%	-4	-7%	3%	3%	-1%	-1%	-3%	6%
CC1CCCC(NC(=O)CCNC(=O)c2ccccc2Cl)C1C (stereo not drawn)	14%	-3%	2	-1%	nt	nt	nt	-3%	-9%	nt
COc1ccc(-c2noc(N3CCC(C(=O)NCCCN4CCC(C)CC4)CC3)n2)cc1	-20%	4%	-3	2%	nt	-5%	3%	-1%	1%	-17%
COc1ccc(-c2cc(C(=O)N(C)Cc3ccccc3)c3ccccc3n2)cc1	-27%	nt	24	1%	-5%	16%	47%	2%	-1%	-1%
COc1ccc(OCCN2CCCC2)cc1Nc1nnc(Cl)c(Nc2ccccc2S(C)(=O)=O)n1	-21%	-2%	nt	nt	nt	nt	0%	-5%	nt	nt
O=C1NC(=O)C2(CCC(C(=O)O)C2)N1 (stereo not drawn)	-4%	-17%[46.1 µM]	4	0%	5%	-3%	1%	0%	-3%	2%
O=C(N1CCCCC1)N1CCN(c2ccc(Cl)cc2)CC1	2%	3%	-16	-16%	-7%	-4%	-1%	-3%	7%	-10%
COc1ccc(NC(=O)NCc2ccncc2)cc1	2%	-3%	-3	2%	-5%	-2%	6%	-5%	3%	-1%
Cc1cc(C)cc(NC(=O)C2CCN(S(C)(=O)=O)CC2)c1	-18%	-6%	-18	4%	0%	-17%	-3%	-2%	0%	-4%
Nc1nc(C(c2ccccc2)c2ccccc2)cs1	5%	1%	-3	4%	-4%	0%	?	-2%	16%	-15%
Cc1ccc(NC(=O)Nc2ccccc2C(N)=O)cc1	16%	-12%	3	-2%	-8%	10%	-1%	-2%	15%	?
COc1ccc(NC(=O)C(=O)NCCN2CCN(C(=O)C(c3ccccc3)c3ccccc3)CC2)cc1	10%	nt	5	-3%	4%	-10%	-2%	-11%	-3%	nt
O=C(O)c1nc(NCCc2ccccc2)ncc1Cl	14%	9%	2	-6%	-1%	-5%	2%	-5%	2%	0%
COc1ccc(CCN(Cc2cccs2)S(=O)(=O)c2ccc(S(=O)(=O)N3CCC(C)CC3)cc2)cc1OC	1%	4%	-2	-1%	?	nt	3%	0%	0%	13%
C=CCC[C@H](Cc1ccc(F)cc1)C(=O)OC[C@@H](NC(=O)[C@@H](CC=C)CC(=O)N[C@H](CO)Cc1ccccc1)C(C)(C)C	-41%	0%	-7	1%	nt	nt	-13%	-5%	nt	nt
COC(=O)C/C(C)=N/Nc1ccc(S(=O)(=O)N2CCCC2)cc1[N+](=O)[O-]	-17%	-2%[46.1 µM]	1	0%	4%	?	-8%	-5%	-10%	6%
COCCN(C(=O)CC1C(=O)NCCN1Cc1ccc(-c2ccccc2)cc1)C(C)C (stereo not drawn)	24%	-2%	24	-3%	-7%	13%	-2%	-6%	-6%	?
COc1ccc(CCNc2oc(COc3ccccc3Cl)nc2C#N)cc1OC	6%	0%[46.1 µM]	-25	11%	3%	-7%	2%	2%	23%	8%
CCN(CC)S(=O)(=O)c1ccc(OC)nc1	18%	1%	9	4%	-8%	-13%	8%	-1%	-4%	-11%
O=C(O)CCc1nnc(SCC(=O)Nc2ccc(Cl)c(C(F)(F)F)c2)[nH]c1=O	-4%	2%	2	0%	5%	-2%	4%	-8%	7%	-1%
Cc1cc(=O)oc2cc3c(cc12)OCCN3	21%	-1%	10	?	1%	?	i	-8%	-3%	22%
CCOc1ccc(CCNC(=O)CS(=O)Cc2nc(-c3ccc(OC)cc3)oc2C)cc1OCC (stereo not drawn)	-20%	5%	-44	7%	19%	-2%	2%	-6%	-5%	-18%
O=C(O)c1cc(S(=O)(=O)NCCCN2CCCC2=O)ccc1Cl	-13%	3%	-7	16%	nt	nt	2%	0%	nt	nt
COCCCNC(=O)Cn1cc(/C=C(\C#N)C(=O)N2CCN(c3ccccc3)CC2)c2ccccc21	-11%	-1%[46.1 µM]	6	-3%	7%	14%	3%	-3%	-11%	-13%
Cn1c(=O)cc(OCCCC(=O)Nc2ccc3c(c2)OCCO3)c2ccccc21	2%[7.66 µM]	0%[46.1 µM]	40	12%	2%	?	-3%	-7%	-9%	?
Cc1cccc(C)c1NC(=O)CN1CCNCC1	3%	7%	9	3%	4%	1%	0%	-1%	1%	-4%
CNC(=O)n1ccc(C(=O)N2CCCCC2)n1	3%	-7%	11	-2%	1%	-8%	5%	-4%	-1%	-11%
C[C@H](N)C(=O)N1CCC(C(=O)N[C@@H](Cc2ccccc2)C(=O)Nc2ccc(F)cc2)CC1	1%	1%	-7	13%	10%	2%	0%	4%	2%	-10%
O=C(NCCS(=O)(=O)N1CCN(c2ccc(F)cc2)CC1)c1ccc2c(c1)OCO2	2%	-3%	1	13%	nt	nt	-1%	-1%	-2%	nt
O=C1NC(=Nc2ccccc2)S/C1=C\c1cccn1-c1ccccc1	4%	5%	-9	-2%	-3%	3%	-12%	1%	-3%	-30%
CCCNC(=O)OC[C@H]1O[C@H](CCO/N=C(\C)CCN2CCc3nc(-c4ccccc4)c(-c4ccccc4)cc3C2)C=C[C@@H]1Oc1ccc(OC)cc1	nt	nt	-4	-10%	1%	40%[activator]	nt	nt	3%	-8%
COc1ccc(NC(=S)N2CCN(C/C=C/c3ccccc3)CC2)cc1OC	-18%	-1%	0	6%	0%	5%	1%	-7%	-6%	-22%
Cc1ccc(S(=O)(=O)N2CCCCC2)cc1	-12%	4%	-5	2%	-16%	-11%	0%	-9%	7%	-19%
Cc1nn(-c2cc(N3CCCCC3)ccc2[N+](=O)[O-])c(=O)c2ccccc12	-4%	-1%[46.1 µM]	6	-2%	13%	?	?	-4%	13%	-23%
